D2 antagonist: antagonizes the human D2 dopamine receptor | P14416 | HEK293 TREx D2 cells, calcium flux, dopamine EC80 | inhibition, % at 10 µM | hit rate 2% among 340,000 | AID 485344; in the data active means inhibition above about 30%; further: 0% is about no effect
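Compounds are added to dye-loaded, induced HEK293 T-REx cells coupled to calcium release via D2; after a 3 min kinetic read an EC80 dopamine stimulus is given and fluorescence is recorded for 3 more min.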
TRHR PAM: allosteric enhancers of human TRH receptor; P34981; TRHR cells, fluo-8 calcium fluorescence, EC20 TRH enhancement; enhancement, % at 2 µM; hit rate 0.66% among 360,000; AID 493056; in the data active means enhancement above about 30%; further: 0% is about no effect
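Enhancer read-out: after compound pinning and an initial kinetic agonist-mode read, an EC20 of TRH (10 nM final) was injected and fluo-8 calcium signal (Ex 480/Em 530) followed at 1 s/cycle for 100 cycles in TRHR-expressing cells.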
IDH1 R132H inh: blocks human mutant IDH1 R132H enzyme; O75874; IDH1-R132H enzyme, NADPH consumption, diaphorase/resazurin fluorescence; Potency, µM (doses to about 76.6 µM), without a hit: at the highest dose activity change, negative = inhibition, most hits filed as inhibitors; hit rate 0.093% among 390,000; AID 602179; further: potency means the concentration at half of the fitted maximal effect; on the % scale 0 is the no-effect control and ±100 the full control effect; nearly all actives have a fitted effect of over 65% in size
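IDH1-R132H (0.5 ug/mL dispensed) in pH 7.5 Tris buffer was preincubated 30 min with compound, then given a substrate mix of 0.016 mM NADPH and 2 mM alpha-KG for 80 min at room temperature; remaining NADPH was read by diaphorase/resazurin fluorescence.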
D2 ag: D2 dopamine receptor (human) agonism. HEK293 T-REx D2 cells, calcium flux agonist mode. activation, % at 2 µM. AID 485358. hit rate 0.53% among 340,000;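 active means activation over 3 SD above normal in the single-dose calcium agonist read, cut at about 30% in these data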; further: 0% is about no effect
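HEK293 Trex D2 cells, tetracycline-induced, o/n 30 C 5% CO2; no-wash Ca dye, RT 30–90 min; 10-cycle baseline, 23 nl cpd added, kinetic Ca read 180 s; agonist hits = positive Ca response.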
TRHR agonist: TRH receptor (human) agonism | P34981 | TRHR cells, calcium flux fluo-8, FDSS agonist mode | activation, % at 2 µM | hit rate 0.18% among 360,000 | AID 493084; in the data active means activation above about 30%; further: 0% is about no effect
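In this calcium-flux screen, cells bearing human TRHR are dye-loaded with fluo-8, baselined for 10 cycles, then exposed to library compounds; positive kinetic calcium responses during the agonist phase mark hits, with TRH as control.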
PI4K2A inh: PI4K2A (human) kinase inhibition; Q9BTU6; AID 1346378; hit rate 0.13% among 420,000; purified PI4K2A, ADP-Glo luminescence, 1 h; stronger effect = lower value; activity change, negative = inhibition, % at 76.9 µM; in the data active means activity change below about -50%; inconclusive means mostly about -30% to -49%;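 further: -100% = wells without enzyme as full effect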
Target sequence (Q9BTU6 whole entry, looked up): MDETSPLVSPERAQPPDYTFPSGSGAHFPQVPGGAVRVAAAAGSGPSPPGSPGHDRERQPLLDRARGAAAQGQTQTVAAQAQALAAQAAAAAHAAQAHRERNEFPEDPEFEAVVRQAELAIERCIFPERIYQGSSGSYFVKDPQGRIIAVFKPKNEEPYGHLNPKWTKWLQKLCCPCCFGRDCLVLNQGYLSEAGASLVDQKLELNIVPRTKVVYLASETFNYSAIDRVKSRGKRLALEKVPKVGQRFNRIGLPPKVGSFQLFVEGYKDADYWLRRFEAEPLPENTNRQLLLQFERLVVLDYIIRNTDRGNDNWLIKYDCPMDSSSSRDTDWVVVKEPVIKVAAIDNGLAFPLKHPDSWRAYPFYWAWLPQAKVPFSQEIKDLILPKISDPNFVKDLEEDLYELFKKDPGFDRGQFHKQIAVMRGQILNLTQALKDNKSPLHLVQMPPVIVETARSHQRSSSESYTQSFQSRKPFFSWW
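Compounds are screened against recombinant PI4K2A using PI as substrate and ATP, the latter dispensed at 300 microM. Reactions run one hour at ambient temperature before ADP-Glo detection; full inhibition defined by wells lacking enzyme.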
rTrxR1 inhibitor: inhibitors of rat thioredoxin reductase 1; recombinant rTrxR1, NADPH fluorescence consumption, selenite substrate; Potency, µM (top dose mostly 114 µM), for inactives: top-dose activity change, negative = inhibition, usual class: inhibitors; hit rate 1% among 390,000; further: potency means the concentration at half of the fitted maximal effect; on the % scale 0 is the no-effect control and ±100 the full control effect; nearly all actives have a fitted effect of over 65% in size
Target sequence (O89049 whole entry, looked up): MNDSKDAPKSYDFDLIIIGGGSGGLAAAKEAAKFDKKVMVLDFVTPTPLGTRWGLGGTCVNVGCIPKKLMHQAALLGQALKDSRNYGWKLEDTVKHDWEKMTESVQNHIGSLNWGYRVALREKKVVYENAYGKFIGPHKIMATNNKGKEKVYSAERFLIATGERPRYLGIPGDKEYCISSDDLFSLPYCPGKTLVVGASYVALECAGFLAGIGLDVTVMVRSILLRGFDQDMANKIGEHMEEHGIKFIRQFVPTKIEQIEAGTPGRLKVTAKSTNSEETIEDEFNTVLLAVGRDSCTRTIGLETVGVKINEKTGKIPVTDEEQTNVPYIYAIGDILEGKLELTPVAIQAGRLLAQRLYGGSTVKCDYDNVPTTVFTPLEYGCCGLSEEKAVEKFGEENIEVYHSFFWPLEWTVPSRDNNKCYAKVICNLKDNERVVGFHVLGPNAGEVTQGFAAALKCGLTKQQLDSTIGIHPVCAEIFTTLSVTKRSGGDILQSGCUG
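Rat TrxR1 (90 nM in the dispensed reagent) was pre-reduced with 400 uM NADPH for 5 min at room temperature, then incubated with compound for 15 min. After 400 uM selenite was added, NADPH fluorescence (Ex 340/Em 450 nm) was followed for 8 min.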
USP1 inh: blocks the human USP1/UAF1 deubiquitinase complex; O94782; recombinant USP1/UAF1, Ub-Rhodamine cleavage fluorescence; AID 743255; Potency, µM (highest dose often 57.1 µM), without a hit: at the highest dose activity change, negative = inhibition, hits mostly inhibitors; hit rate 0.23% among 390,000; further: potency means the concentration at half of the fitted maximal effect; on the % scale 0 is the no-effect control and ±100 the full control effect; nearly all actives have a fitted effect of over 60% in size; inactives centre near -12
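USP1/UAF1 complex (1 nM) preincubated 15 min at room temperature with compound, then Ub-Rho substrate (150 nM final) added. Kinetic fluorescence at 480/540 nm over 6 reads at 60 s intervals; 50 mM HEPES pH 7.8, 0.5 mM EDTA, 0.1 mg/ml BSA, 1 mM TCEP, 0.01% Tween-20.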
TrxR1 substrate: rat thioredoxin reductase 1 substrate activity; O89049; purified TrxR1 substrate turnover, NADPH consumption readout; Potency, µM (titrated, usually from 114 µM), without a hit: at the highest dose activity change, negative = substrate turnover; hit rate 0.01% among 390,000; AID 588456; further: potency means the concentration at half of the fitted maximal effect; on the % scale 0 is the no-effect control and ±100 the full control effect; nearly all actives have a fitted effect of over 50% in size
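Rat TrxR1, dispensed at 90 nM, was prereduced with 400 uM NADPH (final) for 5 min at ~22 deg C, then incubated with compound 15 min before 400 uM selenite. A first-read NADPH fluorescence drop versus no-compound background flagged substrates.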
Active calls of the source: *; [ ] = remark or other dose. Unless noted, the call rests on the fitted dose curve; in most records, active means well fitted inhibition curve with a large enough effect; inconclusive means small, poorly fitted or top-dose-only effect; inactive means no such curve, though single readings can be large or run the other way.

Results for CCOc1ccc2nc(NC(=O)CS(=O)(=O)c3ccc(Cl)cc3)sc2c1 ?
TRHR PAM: -1; IDH1 R132H inh: -4%; D2 ag: -2.1; TRHR agonist: 0.4; PI4K2A inh: -3; rTrxR1 inhibitor: 23%[57.1 µM]; USP1 inh: -2%; TrxR1 substrate: 0%[57.1 µM]

How did Cc1ccc2c(=O)c(C(=O)c3ccc(F)cc3)cn(CC(=O)NCc3ccccc3)c2n1 do in these assays?
TRHR PAM: 7; IDH1 R132H inh: -11%; D2 ag: 2.2; TRHR agonist: -0.3; PI4K2A inh: -2; rTrxR1 inhibitor: 31%; USP1 inh: -5%; TrxR1 substrate: 5%

What do the screens show for `CC(C)OC(=O)C(C)Nc1ccc(F)c(Cl)c1` (configuration not stated)?
D2 antagonist: 5; TRHR PAM: -3; IDH1 R132H inh: 1%; D2 ag: 0.1; TRHR agonist: -0.5; PI4K2A inh: 2; rTrxR1 inhibitor: 18%; USP1 inh: -1%; TrxR1 substrate: 6%[57.1 µM]

How did CCCS(=O)(=O)c1c(S(=O)(=O)CCC)c2ccccn2c1C(=O)OC do in these assays?
D2 antagonist: -16; TRHR PAM: 15; IDH1 R132H inh: 6%; D2 ag: -0.2; TRHR agonist: -0.2; PI4K2A inh: -5; rTrxR1 inhibitor: 40µM*; USP1 inh: -14%; TrxR1 substrate: 12%

How did COc1ccc(C(=O)NCCN2C(=O)S/C(=C\c3cccnc3)C2=O)c(OC)c1OC do in these assays?
D2 antagonist: -4; TRHR PAM: 6; IDH1 R132H inh: 0%; D2 ag: 0.6; TRHR agonist: -0.5; PI4K2A inh: 1; rTrxR1 inhibitor: -19%; USP1 inh: -19%; TrxR1 substrate: -12%

How did CCCCOC(=O)CSC(=S)N(C)Cc1cccs1 do in these assays?
D2 antagonist: 4; TRHR PAM: 12; IDH1 R132H inh: 3%; D2 ag: -1.1; TRHR agonist: -1.0; PI4K2A inh: 2; rTrxR1 inhibitor: -1%; USP1 inh: -7%; TrxR1 substrate: -10%

What do the screens show for `S=C(Cc1ccccc1)N1CCOCC1`?
IDH1 R132H inh: 2%; PI4K2A inh: 0; rTrxR1 inhibitor: 10%; USP1 inh: -13%; TrxR1 substrate: -2%

How did Cc1ccc(/C=C2\SC(=S)N(CCC(=O)Nc3cccnc3)C2=O)cc1 do in these assays?
D2 antagonist: -9; TRHR PAM: 1; IDH1 R132H inh: 0%; D2 ag: 0.3; TRHR agonist: 0.5; PI4K2A inh: -1; rTrxR1 inhibitor: -12%; USP1 inh: -4%; TrxR1 substrate: -15%

What do the screens show for `CCOC(=O)C1=CNS(=O)(=O)NC1c1cccc(O)c1` (configuration not stated)?
IDH1 R132H inh: 6%[38.3 µM]; PI4K2A inh: 0; rTrxR1 inhibitor: -3%; USP1 inh: -12%; TrxR1 substrate: 2%

How did Cc1cc2oc(C(=O)NCc3ccc(S(N)(=O)=O)cc3)c(C)c2cc1C do in these assays?
D2 antagonist: 5; TRHR PAM: 3; IDH1 R132H inh: -2%; D2 ag: 0.5; TRHR agonist: 0.7; PI4K2A inh: 8; rTrxR1 inhibitor: 33%; USP1 inh: -7%; TrxR1 substrate: 4%

How did COC(=O)C1(C)NC(c2cccc(C)c2)C2C(=O)N(c3ccc(F)cc3)C(=O)C21 (configuration not stated) do in these assays?
D2 antagonist: 3; TRHR PAM: -3; IDH1 R132H inh: 3%; D2 ag: 0.6; TRHR agonist: 0.0; PI4K2A inh: -4; rTrxR1 inhibitor: 7%; USP1 inh: -18%; TrxR1 substrate: 6%

How did CCOC(=O)c1ccc(NC(=O)CCCn2nc(C)c3sc4ccccc4c3c2=O)cc1 do in these assays?
TRHR PAM: 1; IDH1 R132H inh: 4%; D2 ag: 1.2; TRHR agonist: 0.5; PI4K2A inh: -1; rTrxR1 inhibitor: 31%; USP1 inh: inconclusive; TrxR1 substrate: 27%

Quoted at random: 2 records from the list.
How did Cc1ccc2c(=O)c(C(=O)c3ccc(F)cc3)cn(CC(=O)NCc3ccccc3)c2n1 do in these assays?
TRHR PAM: 7; IDH1 R132H inh: -11%; D2 ag: 2.2; TRHR agonist: -0.3; PI4K2A inh: -2; rTrxR1 inhibitor: 31%; USP1 inh: -5%; TrxR1 substrate: 5%

How did CCOC(=O)c1ccc(NC(=O)CCCn2nc(C)c3sc4ccccc4c3c2=O)cc1 do in these assays?
TRHR PAM: 1; IDH1 R132H inh: 4%; D2 ag: 1.2; TRHR agonist: 0.5; PI4K2A inh: -1; rTrxR1 inhibitor: 31%; USP1 inh: inconclusive; TrxR1 substrate: 27%

(next part)
Results for COc1cc(C(=O)NC(=S)Nc2ccc(Cl)c(C(=O)O)c2)cc(OC)c1OC ?
D2 antagonist: -4; TRHR PAM: 2; IDH1 R132H inh: 5%; D2 ag: 0.3; TRHR agonist: 0.3; PI4K2A inh: -9; rTrxR1 inhibitor: -33%; USP1 inh: -24%; TrxR1 substrate: -11%

How did COc1ccc(C2c3[nH]c4ccccc4c3C[C@H]3C(=O)N(C)CC(=O)N23)cc1OC (some centres not stated) do in these assays?
D2 antagonist: -17; TRHR PAM: 4; IDH1 R132H inh: 0%; D2 ag: 0.2; TRHR agonist: -0.6; PI4K2A inh: 0; rTrxR1 inhibitor: 19%; USP1 inh: -20%; TrxR1 substrate: 9%

What do the screens show for `CCN1CCN(C(=O)CCN2C(=O)c3ccccc3S2(=O)=O)CC1`?
D2 antagonist: -13; TRHR PAM: 1; IDH1 R132H inh: -3%; D2 ag: -0.7; TRHR agonist: 0.1; PI4K2A inh: -2; rTrxR1 inhibitor: 6%; USP1 inh: -9%; TrxR1 substrate: -1%

How did COc1ccc(OC)c(NC(=O)c2cnc(Nc3ccccc3OC)c3ccccc23)c1 do in these assays?
D2 antagonist: 21; TRHR PAM: 4; IDH1 R132H inh: 4%; D2 ag: -2.2; TRHR agonist: -0.6; PI4K2A inh: -3; rTrxR1 inhibitor: 13%; USP1 inh: -2%; TrxR1 substrate: 28%

Results for CCn1c(COc2ccc(OC)cc2)nc2ccccc21 ?
D2 antagonist: 23; TRHR PAM: 1; IDH1 R132H inh: 2%; D2 ag: -0.3; TRHR agonist: -0.2; PI4K2A inh: 2; rTrxR1 inhibitor: 2%; USP1 inh: -18%; TrxR1 substrate: -1%

Results for CCN1C(=O)c2ccc(C(=O)Nc3ccc4c(c3)OCO4)cc2C1=O ?
D2 antagonist: 9; TRHR PAM: -2; IDH1 R132H inh: 13%; D2 ag: -0.4; TRHR agonist: -0.3; PI4K2A inh: -7; rTrxR1 inhibitor: 36%[activator]; USP1 inh: -29%; TrxR1 substrate: 10%

Results for Cc1ccc(S(=O)(=O)N(C)c2ccccc2C(=O)NC2CCCC2)cc1 ?
D2 antagonist: 17; TRHR PAM: 2; IDH1 R132H inh: 3%; D2 ag: -0.1; TRHR agonist: 0.3; PI4K2A inh: 3; rTrxR1 inhibitor: -13%; USP1 inh: -15%; TrxR1 substrate: -4%

What do the screens show for `Cc1cc(CN(C)Cc2ccc(OCC(O)CN(C)Cc3ccccc3)cc2)on1` (configuration not stated)?
D2 antagonist: 14; TRHR PAM: 1; IDH1 R132H inh: 18%; D2 ag: 0.2; TRHR agonist: 1.8; PI4K2A inh: 4; rTrxR1 inhibitor: 25%; USP1 inh: -8%; TrxR1 substrate: 11%

What do the screens show for `Cc1ccccc1Nc1nc(N)nc(CN(C)Cc2ccccc2Cl)n1`?
D2 antagonist: -2; TRHR PAM: -1; IDH1 R132H inh: 2%; D2 ag: 1.3; TRHR agonist: 0.0; PI4K2A inh: 4; rTrxR1 inhibitor: 21%[57.1 µM]; USP1 inh: -28%; TrxR1 substrate: 10%[57.1 µM]

Results for CC(C)(C)NC(=O)C(c1ccc(O)cc1)N(Cc1ccccc1)C(=O)CCC(=O)Nc1nccs1 (configuration not stated) ?
D2 antagonist: 5; TRHR PAM: 4; IDH1 R132H inh: -4%; D2 ag: 0.0; TRHR agonist: 0.2; PI4K2A inh: 2; rTrxR1 inhibitor: 2%[57.1 µM]; USP1 inh: -6%; TrxR1 substrate: -1%[57.1 µM]

Results for CCc1ccc(C2c3c(n[nH]c3C)C(=O)N2c2ccc(C)cc2)cc1 (configuration not stated) ?
TRHR PAM: 2; IDH1 R132H inh: -22%; D2 ag: -0.4; TRHR agonist: -0.5; PI4K2A inh: 3; rTrxR1 inhibitor: 17%; USP1 inh: -25%; TrxR1 substrate: 1%

How did COc1ccc(CCNc2nc(-c3ccc(F)cc3)cc(C(F)(F)F)n2)cc1OC do in these assays?
TRHR PAM: 3; IDH1 R132H inh: 9%; D2 ag: 0.5; TRHR agonist: -0.2; PI4K2A inh: 6; rTrxR1 inhibitor: 59%[activator]; USP1 inh: -17%; TrxR1 substrate: 21%

What do the screens show for `CC(c1ccc(F)cc1)n1cc(C(=O)NCc2ccccn2)nn1` (configuration not stated)?
D2 antagonist: 0; TRHR PAM: 0; IDH1 R132H inh: -1%; D2 ag: 0.3; TRHR agonist: -1.0; PI4K2A inh: -7; rTrxR1 inhibitor: 19%; USP1 inh: -11%; TrxR1 substrate: -3%

How did Cn1c2ccccc2c2nnc(SCC(=O)Nc3cccc(O)c3)nc21 do in these assays?
TRHR PAM: -9; IDH1 R132H inh: 4%; TRHR agonist: -1.3; PI4K2A inh: -15; rTrxR1 inhibitor: 18%; USP1 inh: 0%; TrxR1 substrate: -5%

Results for Cc1cc(=O)[nH]c2nnc(SCc3cccc(C(F)(F)F)c3)n12 ?
TRHR PAM: -1; IDH1 R132H inh: 8%; D2 ag: -0.9; TRHR agonist: 0.3; PI4K2A inh: 6; rTrxR1 inhibitor: 17%[57.1 µM]; USP1 inh: -12%; TrxR1 substrate: 11%[57.1 µM]

Results for O=C(Nc1ccc(Br)cc1F)C1CCCN(S(=O)(=O)c2cnc[nH]2)C1 (configuration not stated) ?
D2 antagonist: 8; TRHR PAM: 12; IDH1 R132H inh: 8%; D2 ag: -0.2; TRHR agonist: 0.9; PI4K2A inh: 4; rTrxR1 inhibitor: 14%; USP1 inh: -18%; TrxR1 substrate: -2%

Bioassay records: PubChem, National Center for Advancing Translational Sciences (NCATS)
